From PubChem BioAssay
D3 ag – activates the human D3 dopamine receptor | AID 652048 | 410,000 compounds, 0.58% hits | D3R DiscoveRx beta-arrestin cells, luminescence, 90 min | max activation, % | P35462; in the data active = max activation above about 30%; also: 0% is about no effect; mostly tested at two doses, the higher about 12 µM
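Cells at 1500/well, incubated overnight, then treated with pinned compounds (dopamine as control) for 90 min at 37 degrees C. DiscoveRx reagent added for 30 - 60 minutes at room temperature; luminescence read.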
Akt phos inh – inhibitors of Akt phosphorylation | Neuro2A IGF-stimulated pAkt S473 HTRF, 20 min; hits give low values | activity change, % for hits at 50 µM | 360,000 compounds, 0.32% hits | AID 651550; in the data active = activity change below about -80%; inconclusive = mostly about -51% to -80%; also: % is scaled to controls: 0 for no effect and ±100 for the full control effect
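Neuro2A cells (4,500/well, DMEM with 0.5% FBS) were treated with compound at a single 50 µM final concentration, stimulated with 6 nM IGF for 20 min at 37 °C, and lysed. Phospho-Akt Ser473 was read by HTRF as 665/615 ratio ×10^4.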
PTHR1 ag – PTHR1 (human) receptor agonism; Q03431; HEK293 GP2 PTHR1 cells, GloSensor cAMP luminescence, 1 h; Potency, µM (top dose mostly 115 µM), for inactives: top-dose activation, most hits filed as activators; 410,000 compounds, 0.075% hits; also: potency is read from the fitted curve at half-maximal effect; nearly all actives have a fitted effect of over 55% in size; some results filed as inactive show a strong effect at the top dose; inactives centre near -15; many of its hits are not listed in these tables
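HEK-293-derived GP2 cells expressing PTHR1 and a GloSensor cAMP reporter, 3,000/well, plated overnight, given luciferin plus IBMX (each 0.5 mM as added) for 1 h at 37 °C, then compound for 1 h at 37 °C. Luminescence was read after 15 min at room temperature.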
EPAC2 ag – EPAC2 (human) agonism; EPAC2 activation, biochemical qHTS; response scale: 100% = 6.5 mM cAMP response; Potency, µM (top dose mostly 154 µM), for the others: at the highest dose activation, most hits filed as activators; 360,000 compounds, 0.079% hits; also: potency is read from the fitted curve at half-maximal effect; nearly all actives have a fitted effect of over 50% in size
Target sequence (Q8WZA2 whole entry, looked up): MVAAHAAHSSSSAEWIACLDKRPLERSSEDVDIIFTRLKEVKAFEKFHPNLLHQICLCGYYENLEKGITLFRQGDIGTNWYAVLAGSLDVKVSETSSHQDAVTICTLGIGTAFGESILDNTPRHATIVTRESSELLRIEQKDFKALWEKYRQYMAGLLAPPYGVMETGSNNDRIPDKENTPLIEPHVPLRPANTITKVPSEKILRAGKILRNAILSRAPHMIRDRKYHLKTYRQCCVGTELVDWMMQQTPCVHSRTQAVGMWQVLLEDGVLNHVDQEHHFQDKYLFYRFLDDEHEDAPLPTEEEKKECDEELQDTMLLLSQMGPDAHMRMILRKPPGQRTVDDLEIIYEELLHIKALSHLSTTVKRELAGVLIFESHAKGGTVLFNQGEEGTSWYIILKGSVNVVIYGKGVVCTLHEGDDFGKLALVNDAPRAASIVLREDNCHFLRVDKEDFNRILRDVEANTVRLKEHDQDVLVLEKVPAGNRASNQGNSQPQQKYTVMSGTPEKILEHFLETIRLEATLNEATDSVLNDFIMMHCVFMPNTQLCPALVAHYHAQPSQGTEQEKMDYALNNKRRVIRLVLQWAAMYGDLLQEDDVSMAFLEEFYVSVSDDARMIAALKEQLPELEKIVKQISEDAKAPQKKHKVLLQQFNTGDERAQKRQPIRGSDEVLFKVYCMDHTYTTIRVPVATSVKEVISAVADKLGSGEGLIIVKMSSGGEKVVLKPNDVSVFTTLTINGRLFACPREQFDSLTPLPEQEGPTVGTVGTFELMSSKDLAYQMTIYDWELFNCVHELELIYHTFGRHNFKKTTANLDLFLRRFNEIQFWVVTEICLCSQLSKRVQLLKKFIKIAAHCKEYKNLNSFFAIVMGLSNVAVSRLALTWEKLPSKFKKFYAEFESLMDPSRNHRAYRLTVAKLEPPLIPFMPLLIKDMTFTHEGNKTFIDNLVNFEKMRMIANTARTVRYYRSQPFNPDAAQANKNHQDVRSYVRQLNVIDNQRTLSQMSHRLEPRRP
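In this primary screen, activation is scored as increased exchange of BODIPY-GDP from Rap1B by 100 nM EPAC2, with 50 uM GDP as competitor. Signal is normalized to the 6.5 mM cAMP agonist control.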
MmCpn inh – M. maripaludis TRiC chaperonin inhibition; AID 504842; purified Mm-Cpn ATPase, ADP Transcreener TR-FRET; Potency, µM (highest dose often 76.9 µM), without a hit: top-dose activity, negative = inhibition, actives largely listed as inhibitors; 330,000 compounds, 0.031% hits; also: potency is read from the fitted curve at half-maximal effect; % is scaled to controls: 0 for no effect and ±100 for the full control effect; nearly all actives have a fitted effect of over 80% in size
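ATPase turnover read by TR-FRET ADP competition (Eu cryptate antibody/ADP-d2, 665/590 nm): 10uM ATP final, 25nM Mm-CPN final, 30 min 37degC after 10-min compound preincubation, pH 7.4 Tris/KCl/MgCl2/DTT buffer.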
CCT modulator – changes cytosolic chaperonin activity. purified chaperonin ATPase assay, HTRF ADP detection, 30 min. activity change, % (test concentration not listed), hits read low. 360,000 compounds, 0.3% hits; in the data active = activity change below about -30%; also: % is scaled to controls: 0 for no effect and ±100 for the full control effect
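TRiC (40 or 20 nM final, by batch activity) in 30 mM Tris pH 7.4, 100 mM KCl, 5 mM MgCl2, 1 mM DTT was treated with compound at 76 uM single dose, then 10 uM ATP, 30 min at 37 °C. ADP was read by HTRF Transcreener.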
EPAC2 antagonist – blocks human EPAC2 exchange factor; Q8WZA2; EPAC2 GEF exchange of Rap1B-BODIPY-GDP, fluorescence; Potency, µM (top dose mostly 114 µM), without a hit: top-dose activity, negative = inhibition, most hits filed as inhibitors; 360,000 compounds, 0.18% hits; AID 720708; also: potency is read from the fitted curve at half-maximal effect; % is scaled to controls: 0 for no effect and ±100 for the full control effect; nearly all actives have a fitted effect of over 45% in size; many of its hits are not listed in these tables
D3 antag – blocks the human D3 dopamine receptor. 360,000 compounds, 2.5% hits. D3R cells, DiscoveRx beta-arrestin luminescence, antagonist mode; hits give low values. P35462. max response, negative = inhibition, %; in the data active = max response below about -50%; inconclusive = no clear call, values can overlap the other calls; also: % is scaled to controls: 0 for no effect and ±100 for the full control effect; mostly tested at two doses, the higher about 12 µM
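Cells expressing the human receptor were seeded at 1500 cells/well, incubated overnight at 37 degrees C in 5% CO2, then exposed to library compounds with dopamine controls for 90 minutes at 37 degrees C before luminescent detection.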
* = called active by the depositor; i = inactive; ? = inconclusive; / = no result given; & = joins results of further samples; [ ] = remark or other dose. Unless noted, calls follow the shape of the dose curve; as a rule, active = well fitted curve in the direction sought with a large enough effect; inconclusive = small, poorly fitted or top-dose-only effect, or another doubt; inactive = no such curve, though single readings can be large; an effect the other way counts as inactive or inconclusive. An excerpt, so the mix of outcomes need not match the whole.

SMILES	D3 ag	Akt phos inh	PTHR1 ag	EPAC2 ag	MmCpn inh	CCT modulator	EPAC2 antagonist	D3 antag
CCNC(=O)NC(=O)C(C)OC(=O)C(C)(C)Oc1ccc(Cl)cc1 (stereo not drawn)	-3	i	i	8%	1%	-1.5	-3%	-4
O=C(O)CCCN1C(=O)/C(=C\c2ccco2)SC1=S	16	i	?	2%	0%	1.0	19%	3
Cc1ccc(C(=O)NNC(=O)c2cccc(C)c2)cc1	17	i	i	2%	3%	-0.1	7%	2
Cc1[nH]nc2c1C(c1ccc(OC(=O)c3ccco3)cc1)C(C#N)=C(N)O2 (stereo not drawn)	-4	i	i	6%	1%	0.0	18%	?
CCCCn1nnnc1C(c1ccccc1)N1CCN(c2c(Cl)cncc2Cl)CC1 (stereo not drawn)	-12	i	i	13%	/	-1.1	0%	0
Cc1ccc(S(=O)(=O)N2CCOCC2)cc1NC(=O)COC(=O)Cc1ccccc1	1	i	-4%	8%	2%	-0.2	0%	3
CCCC(=O)Nc1ccc2c(c1)nc(CCN1CCCCC1)n2C	10	i	i	8%	-1%	1.0	5%	6
COc1ccccc1CCNC(=O)c1cc(-c2ccccn2)nc2ccccc12	3	i	-9%	-3%	-1%	3.4	?	12
Cc1cc(C)n(CC(C)Nc2nc3nonc3nc2N2CCCCC2)n1 (stereo not drawn)	8	i	i	2%	1%	0.2	-1%	3
O=C(CNC1CCCCC1)N1CCc2ccccc2C1	-7	i	i	6%	2%	-0.8	-2%	?
CCN(CC)CC(=O)Nc1sc2c(c1C(=O)c1ccccc1OC)CCC2	3	i	-21%	7%	3%	0.5	-1%	-13
O=C(COC(=O)C1=COCCO1)NC1CCCCC1	-12	i	-14%	25%	0%	1.1	-8%	-10
CCCn1c(C)cc(C(=O)CN2C(=O)c3cccc(N)c3C2=O)c1C	1	i	-6%	-7%	-4%	0.8	3%	-11
COc1ccc(Nc2nnc(Cc3ccc(Cl)cc3)c(=O)[nH]2)c(OC)c1	4	i	i	3%	0%	0.2	-6%	0
Cc1ccc(S(=O)(=O)N(CC(=O)Nc2cccc([N+](=O)[O-])c2)C(=O)N2CCN(C)CC2)cc1	-17	i	-23%	13%	2%	-2.4	-8%	-10
O=C1NNC(c2ccccc2)=N/C1=C\c1ccccc1	-1	i	-21%	-1%	4%	-0.4	-4%	2
Cc1ccc(C)c(S(=O)(=O)N2CCN(C(=O)c3cc(-c4cccs4)nn3-c3ccccc3)CC2)c1	1	i	i	4%	0%	-0.8	-9%	10
Cc1ccc(NC(=O)/C=C/c2ccc(Cl)cc2)nc1	-6	i	-1%	7%	-1%	-1.3	0%	9
CC(=O)N1CCc2cc(S(=O)(=O)NCCCN3CCC(C)CC3)ccc21	-8	i	i	0%	-1%	-0.5	10%	0
O=C(O)/C=C\C(=O)NNC(=O)c1cc(-c2ccccc2)n[nH]1	-9	i	i	4%	-5%	-3.4	6%	-6
O=C(c1ccc2c(=O)n(CC3CCCO3)c(=S)[nH]c2c1)N1CCN(c2ccccc2)CC1 (stereo not drawn)	-3	i	i	4%	0%	-0.3	-4%	-7
COc1ccc(-c2c[n+]3c(n2-c2ccccc2)CCCCC3)cc1	0	i	-27%	13%	-3%	-1.3	1%	5
CCOC(=O)CC(=O)Nc1ccsc1C(N)=O	6	i	-3%	1%	5%	0.9	1%	0
Cc1ccc(CSCc2nc3ccccc3[nH]2)cc1	3	i	?	1%	-2%	-1.0	-23%	-30

The list goes on (5 carried over from the part before).
SMILES	D3 ag	Akt phos inh	PTHR1 ag	EPAC2 ag	MmCpn inh	CCT modulator	EPAC2 antagonist	D3 antag
O=C(O)/C=C\C(=O)NNC(=O)c1cc(-c2ccccc2)n[nH]1	-9	i	i	4%	-5%	-3.4	6%	-6
O=C(c1ccc2c(=O)n(CC3CCCO3)c(=S)[nH]c2c1)N1CCN(c2ccccc2)CC1 (stereo not drawn)	-3	i	i	4%	0%	-0.3	-4%	-7
COc1ccc(-c2c[n+]3c(n2-c2ccccc2)CCCCC3)cc1	0	i	-27%	13%	-3%	-1.3	1%	5
CCOC(=O)CC(=O)Nc1ccsc1C(N)=O	6	i	-3%	1%	5%	0.9	1%	0
Cc1ccc(CSCc2nc3ccccc3[nH]2)cc1	3	i	?	1%	-2%	-1.0	-23%	-30
O=C(c1ccc2c(=O)n(C3CCCC3)c(=S)[nH]c2c1)N1CCN(C2CCCCC2)CC1	-1	i	i	-12%	0%	-14	7%	-9
COc1cccc(OC)c1OCCOc1ccccc1OC(C)C	4	i	-15%	5%	1%	-2.1	4%	14
CCOC(=O)C1(Cc2cccc(OC)c2)CCN(Cc2ccc3c(c2)OCCO3)CC1	-12	i	-11%	8%	-2%	-0.8	1%	7
CN(c1ccccc1)S(=O)(=O)c1cccc(NC(=O)Nc2ccc(Cl)cc2C#N)c1	-21	i	-5%	13%	-2%	-3.5	-11%	-16
COCCn1c(C)cc(C(=O)COc2ncnc3ccc(Br)cc23)c1C	5	i	-54%[inhibitor]	5%	2%	-0.5	2%	-25
C=CCc1cccc(CNc2nc3ccccc3n2CCC)c1O	-14	i	0%[57.5 µM]	4%	-1%	1.3	-5%	3
COc1ccc(CNC(=O)C(c2ccco2)N(Cc2cccs2)C(=O)Cc2cccs2)cc1 (stereo not drawn)	2	i	i	6%	2%	-0.4	2%	-13
Nc1nc(Sc2ccc([N+](=O)[O-])c3nonc23)c2[nH]cnc2n1	-11	i	-42%[inhibitor]	-3%	/	-2.9	-11%	-60*
Cc1cccc(/C=N/NC(=O)Cn2nccc2C)n1	-15	i	i	5%	-2%	-0.7	4%	8
CCOc1cc2[nH]c(=O)n(CCCCCC(=O)NC3CCCC3)c(=O)c2cc1OCC	-3	i	?	-6%	3%	0.1	-4%	10
COc1cc(CNc2ccc3[nH]c(=O)[nH]c3c2)cc(Br)c1OCC(=O)NC(C)(C)C	28	i	-10%[57.5 µM]	8%	-3%	1.4	-30%	-10
Fc1ccc(Cn2nnnc2C(c2cccs2)N2CCCCCC2)cc1 (stereo not drawn)	-8	i	-28%[57.5 µM]	21%	2%	1.3	-8%	10
CN(Cc1cccc2cnccc12)C(=O)c1cc(COc2ccc(F)cc2F)on1	-2	i	-33%[inhibitor]	13%	1%	-4.1	-21%	1
COc1cccc(CNC(=O)CCNS(=O)(=O)c2cccc3nsnc23)c1	0&5	i	?	3%	1%	1.9	15%	11
O=C(NCC1CCCN1S(=O)(=O)c1cccs1)c1cccc([N+](=O)[O-])c1 (stereo not drawn)	-16	i	-12%	14%	-2%	0.7	0%	0
CCOC(=O)CNC(=O)CNC(=O)c1ccc(OCC(C)C)cc1	0	i	i	10%	-6%	1.8	17%	0
O=C(CN1CCCN(Cc2ccc(F)cc2Cl)C1=O)NC1CCCCCCC1	-39	i	-32%	9%	-2%	0.8	15%	?
COc1ccc(C(=O)NC(C)c2nnc(SCC(=O)NC3CCCC3)n2C)cc1 (stereo not drawn)	-21	i	i	11%	0%	-3.6	-1%	-3
O=C(NC12CC3CC(CC(C3)C1)C2)C1CCCN1C(=O)Nc1ccccc1 (stereo not drawn)	0	i	-25%	4%	3%	-1.2	-1%	9
CCOc1cccc(-n2nnnc2-c2ccc(OC)cc2)c1	1	i	i	4%	0%	-0.9	-9%	-8
CC(C)c1ccc(NC(=O)CSc2nc(=O)n(CCCN3CCOCC3)c3c2CCCC3)cc1	-11	i	i	0%	1%	1.5	9%	25
COC(=O)c1ccc(S(=O)(=O)N2CCCCCC2)cc1	-5	i	-24%	14%	-1%	-1.2	-4%	-8
O=C(CCn1nnc2ccccc21)NNC(=O)C1CCCCC1	4	i	i	11%	2%	-3.8	3%	7
O=C(CN1CCN(c2ccccn2)CC1)Nc1ccccc1C(=O)Nc1ccccc1	2	i	-17%	7%	-23%	-2.3	-18%	18
COc1cc2c(-c3cc(F)cc(F)c3)c(-c3ccsc3)oc(=O)c2cc1OC	25	i	-39%[inhibitor]	-2%	-1%	0.5	?	1
CN(Cc1ccco1)C(=O)Cn1c(=O)oc2cc(S(=O)(=O)NCc3ccccc3)ccc21	-7	i	-6%	11%	2%	-0.6	7%	-26
COc1ccc(NC(=O)c2oc3ccc(S(=O)(=O)N4CCC5(CC4)OCCO5)cc3c2C)cc1	29	i	-40%[inhibitor]	18%	-10%	-2.6	-16%	3
Cc1nc2ccccc2n1C1CC(=O)N(N(C)C)C1=O (stereo not drawn)	3	/	i	6%	0%	-2.5	5%	36
O=C(Nc1nc2ccccc2s1)c1ccc2sc([C@H]3C[C@H](O)[C@@H](CO)O3)nc2c1	2	i	-59%[inhibitor]	8%	/	-2.6	10%	13
CC(C)(C)C1CCc2c(sc(NC(=O)c3cc(C4CC4)on3)c2C#N)C1 (stereo not drawn)	-6	i	-26%	-12%	0%	-1.1	-1%	6
COc1ccc(NC(=O)CNC(=O)C23CC4CC(CC(C4)C2)C3)c(OC)c1	5	i	i	6%	0%	-0.7	4%	9
OCc1cn(-c2ccccc2)nc1-c1cccnc1	-1	i	i	6%	1%	-0.5	6%	5
CCNC(=O)C1CCCN(C(=O)Cc2ccc3ccccc3c2)CC1 (stereo not drawn)	-2	i	-21%	-2%	/	-1.0	-2%	?
CCCCC(CCC(=O)Nc1ccc(C(=O)OC)cc1)C(=O)O (stereo not drawn)	4	i	i	12%	-3%	-2.3	-2%	-11
CCCn1c(C(C)NS(=O)(=O)c2ccccc2)n[nH]c1=S (stereo not drawn)	0	/	-14%	3%	-5%	-1.3	7%	1
O=C1CCC(=O)N1OCCOc1ccccc1	-16	i	?	-4%	1%	1.2	-6%	-9
O=C(CSCc1ccc(Cl)cc1)Nc1ccc2c(c1)OCCO2	4	i	i	20%	?	-3.5	-6%	4
O=C(NC1CC1)C1=C[C@H](c2c[nH]c3ccccc23)C[C@H](OCc2ccc(CO)cc2)O1	-43	i	-12%	6%	-3%	-0.6	2%	0
